FUS yeast rescue: qHTS for Suppressors of FUS Proteinopathy: Primary screen using FUS-linked yeast assay. S. cerevisiae FUS-expressing, growth rescue, OD600, 24 h. Potency, µM (series often up to 76.6 µM), for inactives: at the highest dose growth rescue (activation), hits mostly activators. 0.24% of 390,000 active. AID 1347120, 2019;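 note: plate controls were DMSO vehicle for no effect and reference control for full effect; nearly all actives have a fitted effect of over 55% in size; some results filed as inactive show a strong effect at the top dose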
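Cultures pregrown in 2.5% raffinose medium are shifted to minimal medium containing 2% galactose to express toxic FUS. Compounds are tested at several concentrations. After 24hr at 30C, growth is quantified at 600 nm absorbance.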
TDP43 rescue: qHTS of TDP-43 Inhibitors | TDP-43 expressing yeast growth rescue, BacTiter-Glo, 24 h | Potency, µM (top dose mostly 46.1 µM), for the others: top-dose growth rescue (activation), actives largely listed as activators | 1.8% of 410,000 active; note: % of control where 0% means no effect; nearly all actives have a fitted effect of over 50% in size
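Yeast expressing TDP-43 (pregrown in raffinose, seeded at OD600=0.02 in galactose medium) exposed to compounds 24 hr at 30 deg C. Growth read by BacTiter-Glo luminescence; rescue of toxicity appears as increased signal.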
PTHR1 ag: qHTS for PTHR1 Agonists: Primary Screen. Potency, µM (top dose mostly 115 µM), inactives show top-dose activation, usual class: activators. Parathyroid hormone/parathyroid hormone-related peptide receptor (Homo sapiens), Q03431. HEK293 GP2 PTHR1 cells, GloSensor cAMP luminescence, 1 h. 0.075% of 410,000 active; note: nearly all actives have a fitted effect of over 55% in size; some results filed as inactive show a strong effect at the top dose; inactives centre near -15; many of its hits are not listed in these tables
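HEK-293-derived GP2 cells expressing PTHR1 and a GloSensor cAMP reporter, 3,000/well, plated overnight, given luciferin plus IBMX (each 0.5 mM as added) for 1 h at 37 °C, then compound for 1 h at 37 °C. Luminescence was read after 15 min at room temperature.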
aSyn yeast inh: qHTS of alpha-syn Inhibitors | Yeast expressing alpha-synuclein, growth rescue, BacTiter-Glo, 24 h | Potency, µM (series often up to 46.1 µM), without a hit: at the highest dose growth rescue (activation), usual class: activators | 0.14% of 370,000 active | AID 652106, 2013; note: % of control where 0% means no effect; nearly all actives have a fitted effect of over 65% in size
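Galactose-induced alpha-syn yeast (OD600=0.02, raffinose-pregrown) + pinned cpd, 24 hr, 30 deg C; growth by BacTiter-Glo luminescence. Growth restoration scores as activation.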
EPAC1 ag: qHTS for Agonist of cAMP-regulated guanine nucleotide exchange factor 3 (EPAC1): primary screen; EPAC1 agonist qHTS, biochemical assay; response scale: 100% = response to 6.5 mM cAMP; Potency, µM (top dose mostly 154 µM), inactives show at the highest dose activation, usual class: activators; 0.073% of 360,000 active; note: nearly all actives have a fitted effect of over 60% in size
Target sequence (O95398 whole entry, looked up): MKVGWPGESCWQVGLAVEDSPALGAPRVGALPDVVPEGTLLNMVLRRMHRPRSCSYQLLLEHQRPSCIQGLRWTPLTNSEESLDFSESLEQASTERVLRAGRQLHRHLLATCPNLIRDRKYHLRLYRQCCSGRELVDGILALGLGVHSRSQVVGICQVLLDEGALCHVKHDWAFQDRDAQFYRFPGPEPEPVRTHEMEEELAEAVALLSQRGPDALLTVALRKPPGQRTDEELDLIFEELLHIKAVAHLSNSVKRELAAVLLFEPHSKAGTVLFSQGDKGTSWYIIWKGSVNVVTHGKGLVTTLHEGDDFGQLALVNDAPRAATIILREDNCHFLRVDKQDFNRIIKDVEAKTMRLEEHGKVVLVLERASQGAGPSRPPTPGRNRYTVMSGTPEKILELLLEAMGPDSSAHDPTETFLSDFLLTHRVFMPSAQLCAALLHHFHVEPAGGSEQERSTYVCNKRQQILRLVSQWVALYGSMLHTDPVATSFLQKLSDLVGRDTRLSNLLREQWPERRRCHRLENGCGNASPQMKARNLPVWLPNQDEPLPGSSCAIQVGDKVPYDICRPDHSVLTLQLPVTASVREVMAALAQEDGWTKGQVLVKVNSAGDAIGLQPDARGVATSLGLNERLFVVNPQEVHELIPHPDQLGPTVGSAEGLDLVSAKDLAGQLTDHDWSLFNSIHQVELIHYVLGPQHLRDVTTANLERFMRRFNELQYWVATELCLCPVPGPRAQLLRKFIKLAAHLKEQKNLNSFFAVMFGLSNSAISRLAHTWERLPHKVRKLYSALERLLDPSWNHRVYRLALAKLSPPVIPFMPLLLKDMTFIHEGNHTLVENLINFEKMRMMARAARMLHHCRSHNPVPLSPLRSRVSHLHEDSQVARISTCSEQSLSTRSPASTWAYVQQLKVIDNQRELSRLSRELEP
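Multi-concentration qHTS readout: loss of Rap1B-bound BODIPY-GDP fluorescence driven by 100 nM EPAC1 with excess GDP (50 uM), monitored kinetically at room temperature; agonist response expressed relative to 6.5 mM cAMP.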
EPAC1 antag: qHTS for Antagonist of cAMP-regulated guanine nucleotide exchange factor 3 (EPAC1): primary screen; Potency, µM (doses to about 115 µM), for the others: at the highest dose activity change, negative = inhibition, usual class: inhibitors; 0.14% of 360,000 active; EPAC1 GEF assay, Rap1b-BODIPY-GDP exchange fluorescence; AID 720709, 2013;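 note: plate controls were vehicle for no effect and positive control for full effect; nearly all actives have a fitted effect of over 50% in size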
EPAC2 agonist: qHTS for Agonist of cAMP-regulated guanine nucleotide exchange factor 4 (EPAC2): primary screen; Potency, µM (highest dose often 154 µM), inactives show at the top dose activation, hits mostly activators; 0.079% of 360,000 active; Rap guanine nucleotide exchange factor 4 (Homo sapiens), Q8WZA2; EPAC2 activation, biochemical qHTS; response scale: 100% = 6.5 mM cAMP response; note: nearly all actives have a fitted effect of over 50% in size
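qHTS, titration series. 100 nM EPAC2 / 250 nM Rap1B-BODIPY-GDP / 50 uM GDP; RT; ex 480/em 540 nm, 5-min reads to 30 min. Norm. to 6.5 mM cAMP = activation.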
EPAC2 antagonist: qHTS for Antagonist of cAMP-regulated guanine nucleotide exchange factor 2 (EPAC2): primary screen; Potency, µM (doses to about 114 µM), for inactives: top-dose activity, negative = inhibition, most hits filed as inhibitors; 0.18% of 360,000 active; EPAC2 GEF exchange of Rap1B-BODIPY-GDP, fluorescence; Rap guanine nucleotide exchange factor 4 (Homo sapiens), Q8WZA2; note: % is set by controls: 0 for no effect and ±100 for the full control effect; nearly all actives have a fitted effect of over 45% in size; many of its hits are not listed in these tables
Active calls of the source: *; i = inactive; ? = inconclusive; . = not tested or not shown; & = joins results of further samples; [ ] = another dose, or the depositor's remark. Calls come from the whole dose curve; as a rule, active = well fitted curve in the direction sought with a large enough effect; inconclusive = small, poorly fitted or top-dose-only effect, or another doubt; inactive = no such curve, though single readings can be large; an effect the other way counts as inactive or inconclusive. Potency is the fitted concentration of half-maximal effect.

SMILES	FUS yeast rescue	TDP43 rescue	PTHR1 ag	aSyn yeast inh	EPAC1 ag	EPAC1 antag	EPAC2 agonist	EPAC2 antagonist
CC(=O)Oc1cccc(C(=O)Nc2c[nH]c(=O)[nH]c2=O)c1	-17%	3%	i	-1%	-10%	-3%	4%	24%
Nc1nc(NCCc2ccccc2)nc(NCc2ccccc2)c1[N+](=O)[O-]	-17%	9%	i	6%	-1%	8%	18%	-15%
CCCS(=O)(=O)N1CCN(Cc2ccccc2OCC)CC1	12%	2%	i	-14%	-7%	2%	1%	12%
O=C(Cc1ccccc1)N1CCCC(c2nc(-c3ccc(S(=O)(=O)N4CCCC4)cc3)no2)C1 (stereo not drawn)	?	-9%	-12%[57.5 µM]	-4%	-4%	6%	6%	-1%
CC(=O)c1cc(CC=C(C)C)c(O)c(CC=C(C)C)c1O	-9%	7%	13%[57.5 µM]	-1%	-12%	0%	1%	6%
C=C1CCC[C@]2(C)C[C@H]3OC(=O)C(CNCCN(CC)CC)[C@H]3CC12 (stereo partly drawn)	9%	14%	i	-14%	-4%	4%	5%	17%
CCCN1C(=O)/C(=C/c2ccc(OCc3ccc(C(=O)O)cc3)c(OC)c2)NC1=S	19%	-7%	-65%	-4%	0%	-15%	5%	3%
CC(C)(C)c1cc(C2=CSC3=NCCN23)cc(C(C)(C)C)c1O	-3%	12%	-10%	-8%	11%	-8%	9%	1%
CCCCN(C(=O)c1ccc2ccccc2c1)c1c(N)n(CCCC)c(=O)[nH]c1=O	-21%	7%	-15%	9%	-17%	-21%	-5%	9%
Cc1ccc(C)c(NC(=O)c2cc3ccccc3o2)c1	-9%	?	-58%[inhibitor]	-20%	0%	-14%	10%	?
O=C1NC(=O)C(CSc2ccccc2)(c2ccccc2)N1 (stereo not drawn)	10%	-20%	-2%	-1%	-3%	15%	13%	13%
Nc1nccc(-c2cccs2)n1	-6%	12%	i	-12%	10%	-15%	1%	4%
CC1(C)Cc2c(sc(NC(=O)C(=O)N3CCCC3)c2C(N)=O)CO1	-14%	-10%	i	-1%	9%	-23%	6%	-2%
CN(C)C1=NC[C@H](Cc2ccccc2)N1CC1CCCCC1	-25%	-10%	i	10%	-8%	-9%	-8%	8%
O=C(NNC(=O)c1cncc(Br)c1)c1ccncc1	-24%	19%	-3%	1%	4%	-5%	-2%	6%
CCC(=O)Nc1nnc(-c2ccc(Cl)s2)o1	-32%	0%	i	-7%	-7%	-10%	10%	-2%
O=C(OCC(=O)N1CCCCCC1)c1ccc(F)cc1F	-13%	-12%	-12%	-1%	5%	-17%	6%	9%
COc1ccccc1N1CCN(C(=O)Cn2nnc(-c3cccs3)n2)CC1	10%	-12%	-64%[inhibitor]	26%	-2%	11%	3%	6%
Cc1cccc(-c2nnc(SCC#N)n2Cc2ccccc2)c1	3%	-2%	i	6%	-2%	-16%	1%	1%
CCOc1ccc(NC(=O)CSc2ncnc3c2sc2ccccc23)cc1	-27%	13%&13%	-24%&12%	-5%	4%	-13%	-1%	5%
CN(C)S(=O)(=O)c1cccc(NC(=O)COC(=O)/C=C/c2ccc(Br)o2)c1	32%	-2%	i	1%	6%	-26%	10%	-6%
Cn1c2ccccc2c2nnc(SCC(=O)Nc3ccccc3F)nc21	-17%	0%	-32%[inhibitor]	-13%	-11%	8%	-8%	7%
O=C(Nc1ccccc1)N(Cc1ccccc1)Cc1ccccc1	11%	-11%	i	2%	10%	7%	3%	10%
CCCC(C(=O)NC1CCCC1)N(C(=O)c1snc(C(N)=O)c1N)c1ccc(OCC)cc1 (stereo not drawn)	-16%	21%	-16%	0%	5%	-17%	1%	-22%

Reformatted as labelled records: part of the list above.
> Nc1nc(NCCc2ccccc2)nc(NCc2ccccc2)c1[N+](=O)[O-]
  FUS yeast rescue: -17%
  TDP43 rescue: 9%
  PTHR1 ag: i
  aSyn yeast inh: 6%
  EPAC1 ag: -1%
  EPAC1 antag: 8%
  EPAC2 agonist: 18%
  EPAC2 antagonist: -15%
> CN(C)S(=O)(=O)c1cccc(NC(=O)COC(=O)/C=C/c2ccc(Br)o2)c1
  FUS yeast rescue: 32%
  TDP43 rescue: -2%
  PTHR1 ag: i
  aSyn yeast inh: 1%
  EPAC1 ag: 6%
  EPAC1 antag: -26%
  EPAC2 agonist: 10%
  EPAC2 antagonist: -6%

New compounds follow.
SMILES	FUS yeast rescue	TDP43 rescue	PTHR1 ag	aSyn yeast inh	EPAC1 ag	EPAC1 antag	EPAC2 agonist	EPAC2 antagonist
O=C(COC(=O)CNC(=O)c1ccc(F)cc1)Nc1cccc(S(=O)(=O)N2CCCC2)c1	4%	-2%	-6%	0%	3%	-4%	1%	3%
Cc1cccc(C)c1-n1nnnc1C1c2ccccc2C(=O)N1C1CC1 (stereo not drawn)	-6%	0%	-5%	1%	0%	7%	12%	10%
O=c1c2ccc([N+](=O)[O-])cc2ncn1CCOc1ccccc1	7%	23%[9.22 µM]	-20%	3%	5%	-17%	3%	-2%
Cc1oc(-c2cc3c(cc2Cl)OCO3)nc1CN1CCCC(C(=O)N2CCOCC2)C1 (stereo not drawn)	21%	-23%[1.82 µM]	-6%	-11%	0%	-10%	6%	2%
COc1ccc(-c2cc(C(=O)Nc3c(C)nn(Cc4ccccc4)c3C)no2)cc1	30%	-20%	i	-1%	-3%	4%	12%	-2%
CCOc1ccccc1OCCCOc1ccc([N+](=O)[O-])cc1Cl	4%	14%	-8%	-2%	16%	-19%	14%	-1%
Cc1ccccc1NC(=O)C(NS(=O)(=O)c1ccc2c(c1)c(=O)n(C)c(=O)n2C)c1ccccc1 (stereo not drawn)	39%	9%	-21%	-7%	1%	13%	1%	7%
O=C1Nc2cc(Cl)c(Cl)cc2N(O)N1c1ccccc1	9%	0%	i	-3%	8%	4%	-1%	0%
CC1=C(C(=O)OCc2ccccc2)C(c2ccccc2)NC(=O)N1CCCCCC(=O)O (stereo not drawn)	36%	2%	-56%[inhibitor]	4%	-21%	-2%	-4%	3%
CC(NC(=O)c1ccc(F)cc1)C1CC2CCC1C2 (stereo not drawn)	-19%	22%	i	1%	1%	-12%	3%	-11%
O=C(NCc1ccc2[nH]c3c(c2c1)CCCC3)c1ccc(S(=O)(=O)N2CCOCC2)cc1	40%	?	i	-1%	4%	0%	12%	1%
CC1CCCN(CC(=O)NC(=O)NC2CCCCC2)C1 (stereo not drawn)	-7%	14%	i	2%	8%	-7%	-3%	7%
CC1=CC(=O)CC(C)(C)C1(O)/C=C/C(C)=C/C(=O)O (stereo not drawn)	-34%	5%	i	-9%	-9%	6%	-5%	-2%
COc1ccc2cc(CCNC(=O)c3cccs3)c(=O)[nH]c2c1	-10%	0%	-25%	2%	-6%	4%	3%	9%
Oc1ccc(C=NN=Cc2ccco2)c(O)c1	.	12%	-30%	-3%	1%	9%	8%	-6%
Cc1ccc(NC(=O)/C=C/C(=O)O)c([N+](=O)[O-])c1	11%	26%	i	6%	-11%	12%	-2%	20%
COC(=O)C1=NN(C(=O)c2cccc(Cl)c2)C(O)(C(C)(C)C)C1 (stereo not drawn)	.	?	-24%	?	-11%	5%	-5%	5%
CCn1c(SCC(=O)NC2CCCC2)nnc1-c1ccco1	1%	-4%	i	1%	8%	7%	6%	-8%
O=c1c2c(-c3cccs3)csc2ncn1/N=C/c1ccc(OC(F)F)cc1	21%	-24%	?	-2%	17%	9%	6%	-2%

Compound profiles, as listed above.
Shown for CCn1c(SCC(=O)NC2CCCC2)nnc1-c1ccco1 → FUS yeast rescue = 1%; TDP43 rescue = -4%; PTHR1 ag = i; aSyn yeast inh = 1%; EPAC1 ag = 8%; EPAC1 antag = 7%; EPAC2 agonist = 6%; EPAC2 antagonist = -8%
Shown for Oc1ccc(C=NN=Cc2ccco2)c(O)c1 → FUS yeast rescue = .; TDP43 rescue = 12%; PTHR1 ag = -30%; aSyn yeast inh = -3%; EPAC1 ag = 1%; EPAC1 antag = 9%; EPAC2 agonist = 8%; EPAC2 antagonist = -6%
Shown for O=c1c2c(-c3cccs3)csc2ncn1/N=C/c1ccc(OC(F)F)cc1 → FUS yeast rescue = 21%; TDP43 rescue = -24%; PTHR1 ag = ?; aSyn yeast inh = -2%; EPAC1 ag = 17%; EPAC1 antag = 9%; EPAC2 agonist = 6%; EPAC2 antagonist = -2%

Screening results deposited in PubChem by National Center for Advancing Translational Sciences (NCATS).

Not all compounds are listed; count on the stated rates, not on these rows.
